From PubChem BioAssay
APP 5'UTR act – APP 5'UTR luciferase reporter activation; activation, % at 2 µM; SH-SY5Y APP 5'UTR luciferase reporter, luminescence; zero percent = DMSO vehicle wells; 1% of 190,000 active;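 active = activation above a set limit, based on mean plus 3 SD of controls, cut at about 140% in these data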; also: values of inactives mirror those of a sister screen read the other way
PMI act hi M6P – PMI (human) activation, high substrate | P34949 | coupled PMI enzyme assay, resazurin fluorescence, 20 min; active compounds read high; 1 = untreated enzyme, 0 = substrate-free blank | activation factor at 20 µM | AID 1216 | 0.34% of 190,000 active;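 active = activation factor of 2 or more at 20 µM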
Target sequence (P34949 whole entry, looked up): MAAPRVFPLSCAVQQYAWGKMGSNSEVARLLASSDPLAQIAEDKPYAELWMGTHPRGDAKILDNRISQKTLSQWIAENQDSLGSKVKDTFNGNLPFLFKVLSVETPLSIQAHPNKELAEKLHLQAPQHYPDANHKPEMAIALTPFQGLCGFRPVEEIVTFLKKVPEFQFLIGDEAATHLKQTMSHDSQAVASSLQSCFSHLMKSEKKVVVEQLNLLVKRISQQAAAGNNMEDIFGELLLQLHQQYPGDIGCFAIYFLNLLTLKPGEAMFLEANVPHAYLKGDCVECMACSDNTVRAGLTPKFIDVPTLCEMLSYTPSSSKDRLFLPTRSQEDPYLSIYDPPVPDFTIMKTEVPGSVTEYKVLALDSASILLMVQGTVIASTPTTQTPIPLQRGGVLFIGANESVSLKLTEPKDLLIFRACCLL
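assay system = human phosphomannose isomerase with PGI, G6PDH, diaphorase coupling enzymes | quantity = 15 ng/mL PMI | incubation = enzyme reaction with compound 20 min at room temperature | medium = HEPES pH 7.4 buffer with MgCl2 and Tween-20 | compound dosing = one concentration, 20 µM, in 1% DMSO | measured by = Diaphorase-driven resazurin-to-resorufin fluorescence, excitation 544, emission 590 nm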
FLuc inh counter – counter-screen for luciferase assay inhibitors: firefly luciferase inhibition; P08659; ATPLite firefly luciferase biochemical luminescence, 10 min; inhibition, % at 10 µM; 1.5% of 200,000 active; AID 1006;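 active = inhibition above about 50% when tested at 10 µM, limit read from the data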
bIAP activator – increases bovine intestinal alkaline phosphatase activity. 0.17% of 200,000 active. activation factor at 20 µM. purified bovine IAP, CDP-star luminescence, 30 min; active compounds read high; fold of DMSO-control signal, blank-subtracted;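 active = activation factor of 2 or more at 20 µM, a signal rise over negative controls twice the positive control's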
TNAP inh hiacc – blocks human TNAP under high phosphate acceptor concentration; inhibition, % at 20 µM; purified TNAP, CDP-star luminescence, 1 M DEA; 0.03% of 200,000 active;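 active = over 50% inhibition of tissue-nonspecific alkaline phosphatase at 20 µM in the single-dose screen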;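 also: plate controls were DMSO wells for no effect and EDTA-quenched wells as full inhibition for full effect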
Target sequence (P05186 whole entry, looked up): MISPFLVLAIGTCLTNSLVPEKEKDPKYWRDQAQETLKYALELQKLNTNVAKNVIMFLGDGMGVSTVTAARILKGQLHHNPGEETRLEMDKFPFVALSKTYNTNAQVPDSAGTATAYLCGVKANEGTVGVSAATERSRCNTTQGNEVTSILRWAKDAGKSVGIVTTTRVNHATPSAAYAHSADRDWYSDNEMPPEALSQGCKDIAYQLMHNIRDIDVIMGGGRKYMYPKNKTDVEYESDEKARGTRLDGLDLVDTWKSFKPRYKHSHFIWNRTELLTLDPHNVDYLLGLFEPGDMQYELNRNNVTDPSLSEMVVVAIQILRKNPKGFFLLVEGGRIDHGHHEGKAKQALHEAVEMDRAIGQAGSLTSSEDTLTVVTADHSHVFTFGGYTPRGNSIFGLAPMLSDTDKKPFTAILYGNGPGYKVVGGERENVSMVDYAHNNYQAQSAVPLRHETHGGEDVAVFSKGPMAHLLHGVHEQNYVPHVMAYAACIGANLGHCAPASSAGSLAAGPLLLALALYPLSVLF
TNAP act hi DEA – activators of human TNAP at high phosphate acceptor concentration | P05186 | purified TNAP, CDP-star luminescence, 1 M DEA, 30 min; active compounds read high; 0 = EDTA background, 1 = DMSO-only activity | activation factor at 20 µM | 200,000 tested, under 10 active | AID 1136;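 active = activation factor at least 2 at 20 µM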
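Measured by: Luminescent substrate turnover signal | Test system: Human TNAP | Input: TNAP 1/800 final | Dosing: 20 µM single point | Schedule: 30 min, room temperature | Controls: EDTA wells as negative control, DMSO wells as positive control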
PMI activator – activators of human phosphomannose isomerase | AID 1214 | activation factor at 20 µM | P34949 | purified human PMI, coupled resazurin fluorescence, 20 min; active compounds read high; 1 = vehicle control, 0 substrate-free wells | 0.005% of 190,000 active;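 active = activation factor of 2 or more at 20 µM, relative to plate controls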
TNAP inh no acc – blocks human TNAP activity with no phosphate acceptor present | purified TNAP, CDP-star luminescence, 30 min | inhibition, % at 20 µM | 0.26% of 200,000 active | AID 1012;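 active = tissue-nonspecific alkaline phosphatase inhibition above about 50% at 20 µM in the single-dose screen, limit read from the data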;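 also: 0% = DMSO negative control and 100% = EDTA positive control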
FLuc stim CS – affects firefly luciferase, flagging false hits in luciferase stimulation screens; 200,000 tested, under 10 active; ATPlite luciferase biochemical, luminescence, 10 min; 0 = ATP-free wells, 1 = DMSO control; activation factor at 10 µM;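 active = luciferase activation factor, scaled between plate controls, of at least 2 with compound at 10 µM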
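test system = cell-free luciferase reagent | medium = PBS as buffer for the ATP substrate | dosing = test compounds dosed from 2 mM stocks in 100% DMSO | incubation = 10 min at ambient temperature | detection = luminescence measurement of luciferase light output | benchmarks = low control with PBS replacing ATP, high control enzyme plus ATP without compound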
NF-kB neuron act – compounds increasing NF-kB expression in human neuronal cells | 1.6% of 190,000 active | fold change at 12.5 µM | AID 1239 | NF-kB reporter expression; active compounds read high; in the data active = fold change above about 3.3
The depositor's hits bear a star; . = no result given.

SMILES	APP 5'UTR act	PMI act hi M6P	FLuc inh counter	bIAP activator	TNAP inh hiacc	TNAP act hi DEA	PMI activator	TNAP inh no acc	FLuc stim CS	NF-kB neuron act
Cc1nnc(SCc2nc3ccccc3s2)n1N	91	1.1	18	1.1	-4	1	1.1	-11	0.8	1.6
Cc1cccc(C)c1Oc1nc(-c2ccccc2)ncc1S(=O)(=O)c1ccccc1	2	0.9	-9	0.8	0	1	0.9	4	1.1	1.2
Cc1ccnc(SCC(=O)N2CCN(c3ccccc3)CC2)n1	-6	0.9	-1	1	4	1	1	-4	1	1.1
Cc1ccc(C(=O)Nc2ccc(F)cc2)o1	20	1.1	20	1	0	1	1.1	-2	0.8	1.6
COc1ccc(S(=O)(=O)N2CCN(c3ccccc3)CC2)cc1	-7	0.9	-4	0.9	-3	1	0.9	-12	1	1.1
CCO[C@H]1OC(C(=O)N2CCN(Cc3ccc4c(c3)OCO4)CC2)=C[C@@H](C2CCCCC2)[C@@H]1CCCO	-24	0.9	-2	1.1	-6	1.1	0.8	-3	1	0.79
Cc1ccc(NC(=O)CN(C)S(=O)(=O)c2cccc3nsnc23)cc1Cl	1	0.9	-9	0.6	-6	1.1	0.9	-4	1.1	0.65
CC(NC(=O)c1ccccc1)c1nc2ccccc2n1Cc1ccccc1F (stereo not drawn)	-15	1	0	1	-6	1.1	1	-7	1	0.96
O=C(Nc1cccc(C(=O)N2CCOCC2)c1)c1cncc(Br)c1	-4	0.9	-5	0.9	-5	1	0.8	-11	1	1.2
CC(NC(=O)c1ccnn1C)C1CCCO1 (stereo not drawn)	8	0.9	-5	1.1	-6	1.1	0.9	-15	1.1	1
CCS(=O)(=O)N1CCN(C(=O)CC(C)C)CC1	27	1	-7	1	-1	1	1	-9	1.1	1.2
CC1=NN(C(C#N)c2ccc(F)cc2)C(C)(C)C1 (stereo not drawn)	14	1.1	-5	1	-3	1	1	0	1.1	2.7
Cc1ccc(C(=O)c2c[nH]cc2-c2ccccc2)cc1	2	1	-1	1.2	0	1	1	-9	1	1.1
CCCC1Nc2ccc(C(=O)O)cc2C2C=CCC12 (stereo not drawn)	1	2*	-3	0.9	-6	1.1	1.6	-5	1	1.3
COc1ccc(-c2n[nH]c3c2C(c2ccc(OC)c(OC)c2)N(c2ccccc2)C3=O)cc1 (stereo not drawn)	-2	1	-7	1.2	-3	1	1	2	1.1	0.68
CCOc1ccc(CN2CCN(Cc3cccc4c3OCO4)CC2CCO)cc1 (stereo not drawn)	7	0.9	-4	1.1	-5	1.1	1	-6	1	0.89
COc1ccc(Cc2nnn(CC(=O)O)n2)cc1	-7	1	-9	1	-5	1.1	0.9	-9	1.1	1.1
O=C(OC(C(=O)NCc1cccs1)c1ccccc1F)c1ccco1 (stereo not drawn)	-4	1.1	-6	0.9	0	1	1.1	-10	1.1	1.2
CC1=CSC2=NC(=O)/C(=C/c3cccc(OC(=O)c4ccco4)c3)C(=N)N12	-19	0.9	-1	0.8	1	1	1	5	1	1.1
COC(=O)c1c(C)[nH]c(C(=O)NCc2ccco2)c1C	11	1	-4	1.1	-7	1.1	0.9	-25	1	1.4
COC(=O)COc1ccc(S(=O)(=O)N2CCN(c3ccccc3F)CC2)cc1	12	0.9	-3	1.1	0	1	0.9	-2	1	1.2
Cc1ccc(C)c(Oc2coc3cc(OCC(=O)Nc4ccccc4C(C)C)ccc3c2=O)c1	27	0.9	-5	0.9	-5	1	0.9	-16	1.1	1.2
CCn1c(Cc2ccccc2)nnc1SCC(=O)Nc1ccc(N2CCOCC2)c(Cl)c1	9	0.9	14	1	-7	1.1	0.9	-1	0.9	1.1
C=CCOC(=O)COc1ccc2c(C)c(CC)c(=O)oc2c1	-17	1	22	0.9	-4	1	0.9	-11	0.8	1.2
O=c1[nH]c(N2CCCCC2)nc2c1CCCC2	4	0.9	-3	0.9	2	1	0.9	-6	1	1.1
Cc1occc1C(=O)NCc1ccccc1F	-10	1.3	-1	1.1	1	1	1	-6	1	1
Cc1cc(C(=O)N2CCCC(C(=O)c3ccc4ccccc4c3)C2)nn1C (stereo not drawn)	-5	0.9	-4	1	-1	1	0.9	-4	1	1
CC(=O)c1ccc(N2CCN(C(C)C(=O)NC3CCCc4ccccc43)CC2)cc1 (stereo not drawn)	-9	1	-1	1.1	0	1	0.9	-10	1	1.1
CC(=O)C1=C(C)NC(SCC(=O)c2ccc(Cl)c(Cl)c2)=C(C#N)C1c1ccco1 (stereo not drawn)	8	1.3	4	1	1	1	1.3	3	1	.
CCOc1ccc(C(=O)NCC(c2cccs2)N(C)C)cc1OCC (stereo not drawn)	10	1	-5	1	1	1	1	-16	1.1	1.1
CCS(=O)(=O)N1CCN(c2ncnc3sc(C)c(C)c23)CC1	23	1	-3	1.3	-2	1	0.9	-7	1	1
C=CCc1cc(C)ccc1OCC(O)CN1CCN(c2ccccc2)CC1 (stereo not drawn)	2	1	-7	1	-9	1.1	1	2	1.1	1.2
COc1ccc2nc(/C(C#N)=C\c3ccc(Oc4ccc([N+](=O)[O-])cn4)cc3)[nH]c2c1	-10	0.9	-2	1	10	0.9	1.1	8	1	0.99
CCOC(=O)CNC=C(C(=O)OCC)C(=O)OCC	-9	1	-6	0.9	-2	1	1	-1	1.1	1.3
Cc1ccc(C(C)n2cc(C(=O)NCc3ccccn3)nn2)cc1 (stereo not drawn)	4	1.1	-3	1.1	-2	1	1	-11	1	1.2
c1ccc2sc(N3CCN(Cc4nnnn4CC4CCCO4)CC3)nc2c1 (stereo not drawn)	16	1.1	-2	1.1	-4	1	1.1	-11	1	1.2
O=C(Cn1c(=O)oc2ccccc21)Nc1nnc(N2CCCCCC2)s1	-24	1	-4	1	-4	1	0.9	-9	1	0.98
COc1ccc(C(=O)NC(C)c2nc3ccccc3[nH]2)cc1OC (stereo not drawn)	-12	1.1	-4	1	-1	1	1.1	-8	1	0.99
O=C(NNS(=O)(=O)c1ccc(F)cc1)c1sccc1-n1cccc1	12	1	-5	1.1	-2	1	1	1	1.1	0.97
CCC[C@@H]1C[C@@]1(CCC)[C@@H](NC(=O)c1ccccc1)c1ccc(C(=O)OC)cc1	-1	0.9	1	0.7	-2	1	0.9	-6	1	0.58
CCC(Cc1ccccc1)NCc1c(C(=O)O)c(C)n(Cc2ccccc2)c1C (stereo not drawn)	23	1.1	-4	0.8	-5	1.1	1	18	1	1.1
O=C(Cn1nnc(-c2ccc(Cl)cc2)n1)NC1CCN(Cc2ccccc2)CC1	0	1.1	-3	1.1	-5	1.1	1	-6	1	1.7
CCc1cccc(CC)c1NC(=O)COC(=O)C1(c2ccc(Cl)cc2)CCCC1	9	1	-8	0.9	-2	1	0.9	0	1.1	0.89
Cc1cc(C)c2[nH]c(=O)c(C(c3nnnn3C(C)(C)C)N(Cc3ccco3)CC3CCCO3)cc2c1 (stereo not drawn)	9	1.3	1	1	-5	1	1.2	-1	1	0.89
O=C(NC1CC1)C1CCCN1S(=O)(=O)c1ccc2ccccc2c1 (stereo not drawn)	13	1.1	-10	1	-7	1.1	1	-2	1.1	1.1
CCOc1ccc(NC(=O)C2CC=CCC2C(=O)O)cc1 (stereo not drawn)	17	0.9	-4	1	-6	1.1	0.9	-12	1	0.92
Cc1ccc(OCC(=O)Nn2c(C)nc3ccccc3c2=O)c(C(C)C)c1	-2	1	2	1	-3	1	0.9	-12	1	1
COc1cccc(CN2CCNC(=O)C2CC(=O)NCCc2nc(C)c(C)s2)c1OC (stereo not drawn)	-5	.	0	1.1	-6	1.1	.	-10	1	1.1
N#C/C(=N/O)c1nc(-c2ccc(F)cc2)cs1	-1	1.1	-7	0.8	-1	1	1.1	-4	1.1	1.1
COc1ccccc1OCC(=O)NCCSCc1cccc(Cl)c1	20	0.9	-3	1	-4	1	0.9	-13	1	1.6
COC(=O)C1=C(C)N(C)C(=S)NC1c1ccc(Cl)cc1 (stereo not drawn)	3	1	-6	1	-2	1	1	-20	1.1	0.76
Cc1cc2nc(-c3ccc(SCC(=O)Nc4ccc(S(=O)(=O)NC5CC5)cc4)nc3)[nH]c2cc1C	132	0.9	86*	1	0	1	0.8	3	0.1	5.9*
CSc1nnc2c3cc(F)ccc3n(Cc3ccccc3)c2n1	.	1.1	6	0.9	-4	1	1	2	0.9	.
Nc1ccc(N2CCN(C(=O)c3cccs3)CC2)cc1	-21	1	-8	0.9	1	1	0.9	-6	1.1	2.6
Cc1ccc(C)c(NC(=S)NCCN(C2CCCCC2)C2CCCC2)c1	9	0.8	0	0.9	-2	1	0.9	-8	1	0.96
N#C/C(=C\c1ccncc1)c1nc2c(s1)CCCC2	42	0.9	4	1.2	-6	1.1	0.9	-7	1	1.2
COc1cc(C(C)=O)ccc1OCC(O)CN1CCN(S(=O)(=O)c2ccccc2)CC1 (stereo not drawn)	-34	0.9	-7	1	-5	1.1	0.9	-10	1.1	0.98
CC(C)(C)NC(=O)COC(=O)c1ccccc1OCC(=O)Nc1ccc(Br)cc1	11	0.9	64*	0.7	0	1	0.9	-4	0.4	1.1
O=C(O)c1ccc(NC(=O)C2CC=CCC2C(=O)O)cc1 (stereo not drawn)	4	1	-7	1	-6	1.1	1	-5	1.1	1.1
COC(=O)c1ccsc1NC(=O)C1=COCCO1	9	0.9	-3	0.9	-4	1	0.9	-13	1	2
CC(=O)c1cnc2scnn2c1=O	1	1.1	-2	1	-2	1	1.1	-11	1	1.3
Clc1ccccc1-c1nn2c(COc3ccccc3)nnc2s1	8	0.9	-2	1	-4	1	0.9	17	1	1

Structures listed so far with two or more sulfur atoms, in the order listed:
SMILES	APP 5'UTR act	PMI act hi M6P	FLuc inh counter	bIAP activator	TNAP inh hiacc	TNAP act hi DEA	PMI activator	TNAP inh no acc	FLuc stim CS	NF-kB neuron act
Cc1nnc(SCc2nc3ccccc3s2)n1N	91	1.1	18	1.1	-4	1	1.1	-11	0.8	1.6
Cc1ccc(NC(=O)CN(C)S(=O)(=O)c2cccc3nsnc23)cc1Cl	1	0.9	-9	0.6	-6	1.1	0.9	-4	1.1	0.65
CCS(=O)(=O)N1CCN(c2ncnc3sc(C)c(C)c23)CC1	23	1	-3	1.3	-2	1	0.9	-7	1	1
O=C(NNS(=O)(=O)c1ccc(F)cc1)c1sccc1-n1cccc1	12	1	-5	1.1	-2	1	1	1	1.1	0.97
Cc1cc2nc(-c3ccc(SCC(=O)Nc4ccc(S(=O)(=O)NC5CC5)cc4)nc3)[nH]c2cc1C	132	0.9	86*	1	0	1	0.8	3	0.1	5.9*
